CAL PDZ FP-1: CAL PDZ peptide-binding inhibitors, primary screen, biochemical, fluorescence polarization, Cer-tagged CAL PDZ, HTS; Golgi-associated PDZ and coiled-coil motif-containing protein (Homo sapiens), Q9HD26; inhibition, % at 20 µM; 0.02% of 330,000 active; AID 504414, 2011; purified CAL PDZ, TMR-peptide fluorescence polarization, 1 h;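 active = highest replicate inhibition of at least 40%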;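 also: plate controls were DMSO neutral control wells for no effect and unlabeled competitor peptide control wells for full effect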
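Assay system – tagged CAL PDZ protein CerCALP, purified · Timing – 1 h at RT · Compound – single point, 20 µM · Measured by – fluorescence polarization from S- and P-plane intensities, G-factor corrected · Evaluation – inhibition from polarization loss · Probe or stimulus – TMR reporter peptide T*-PRC34 · Buffer or medium – pH 7.4 phosphate-saline buffer, reducing agent, detergent, IgG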
PKA-R2B activ: activators of PKA-R2B holoenzyme, primary screen, biochemical, fluorescence polarization, Cy5-IP20, human. cAMP-dependent protein kinase catalytic subunit beta (Homo sapiens) + cAMP-dependent …. PKA-R2B holoenzyme dissociation; R2B truncated from residue 108, S112A mutant; 0% DMSO only, 100% 113 µM cGMP. activation, % at 11.4 µM. 0.079% of 340,000 active. AID 504700, 2011;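 active = activation above a cutoff set at the mean over all compounds plus 3 SD, cut at about 18% in these data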;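 also: higher means more holoenzyme dissociation and a rise in polarization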
DAGLB inhibitor: DAGLB lipase inhibitors, primary screen, biochemical, fluorescence, HTS; Diacylglycerol lipase-beta (Homo sapiens), Q8NCG7; HEK293T DAGLB membrane lysate, EnzChek fluorogenic substrate; inhibition, % at 5.17 µM; 0.059% of 340,000 active; in the data active = inhibition above about 34%;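 also: 0% = enzyme with vehicle and 100% = wells lacking enzyme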
RTF Ca sens act: cardiac RTF calcium sensitivity activators, primary screen, biochemical, IANBD-TnC fluorescence, EC20 calcium | IANBD-labeled TnC RTF fluorescence at EC20 calcium; 0% EC20 calcium, 100% full calcium | activation, % at 7.2 µM | 0.24% of 340,000 active | AID 493008, 2010;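 active = activation above the mean over all tested compounds plus 3 SD, cut at about 30% in these data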;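 also: rise in fluorescence read as greater calcium sensitivity of cardiac thin filaments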
SR-BI DiI-HDL act: activators of SR-BI mediated DiI-HDL uptake, primary screen, ldlA[mSR-BI] CHO cells, DiI fluorescence; 3 h; 100 = double the neutral-control signal; activation, % at 12.5 µM; 0.096% of 320,000 active; AID 504775, 2011;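 active = mean replicate activation of at least 60% and every replicate at or above 60%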;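 also: 0% = median plate neutral-control signal and 100% = twice that signal; values of inactives mirror those of a sister screen read the other way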
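Test system: SR-BI-overexpressing, LDLR-lacking CHO cells; Medium: Ham's F12 with 0.5% BSA, HEPES 25 mM, pH 7.4; Schedule: 3 h, 37 °C; Technique: bottom-read fluorescence, 550/595 nm.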
Rtt109 Vps75: inhibitors of C. albicans Rtt109/Vps75 HAT, primary screen, biochemical, ThioGlo CoA-SH fluorescence, plate reader | purified Rtt109/Vps75, 4 h | inhibition, % at 34.9 µM | 0.16% of 330,000 active | AID 540336, 2011;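 active = inhibition of at least 50% in every replicate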
Target sequence (Q5AAJ8 whole entry, looked up): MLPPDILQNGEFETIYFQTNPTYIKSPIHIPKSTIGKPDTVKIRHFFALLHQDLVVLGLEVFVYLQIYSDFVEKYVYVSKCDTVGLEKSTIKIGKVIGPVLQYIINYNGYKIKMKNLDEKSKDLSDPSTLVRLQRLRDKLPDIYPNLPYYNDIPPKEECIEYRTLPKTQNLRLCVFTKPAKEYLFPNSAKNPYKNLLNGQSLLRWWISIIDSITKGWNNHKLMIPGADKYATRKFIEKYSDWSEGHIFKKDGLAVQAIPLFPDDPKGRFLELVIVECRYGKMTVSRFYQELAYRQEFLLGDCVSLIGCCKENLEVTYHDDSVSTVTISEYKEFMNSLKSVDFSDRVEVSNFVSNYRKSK
Keap1-Nrf2 PPI: Keap1-Nrf2 protein-protein interaction inhibitors, primary screen, biochemical, fluorescence polarization, single point. AID 504523, 2011. 0.15% of 340,000 active. Keap1 Kelch-Nrf2 peptide fluorescence polarization, 1536-well. inhibition, % at 9.4 µM; in the data active = inhibition above about 12%;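 also: human Keap1 Kelch domain with fluorescein labeled Nrf2 9mer peptide probe; 0% = neutral control wells and 100% = peptide positive control; higher means more block of Keap1 binding to Nrf2 peptide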
Target sequence (Q14145 whole entry, looked up, the tested form may be a part): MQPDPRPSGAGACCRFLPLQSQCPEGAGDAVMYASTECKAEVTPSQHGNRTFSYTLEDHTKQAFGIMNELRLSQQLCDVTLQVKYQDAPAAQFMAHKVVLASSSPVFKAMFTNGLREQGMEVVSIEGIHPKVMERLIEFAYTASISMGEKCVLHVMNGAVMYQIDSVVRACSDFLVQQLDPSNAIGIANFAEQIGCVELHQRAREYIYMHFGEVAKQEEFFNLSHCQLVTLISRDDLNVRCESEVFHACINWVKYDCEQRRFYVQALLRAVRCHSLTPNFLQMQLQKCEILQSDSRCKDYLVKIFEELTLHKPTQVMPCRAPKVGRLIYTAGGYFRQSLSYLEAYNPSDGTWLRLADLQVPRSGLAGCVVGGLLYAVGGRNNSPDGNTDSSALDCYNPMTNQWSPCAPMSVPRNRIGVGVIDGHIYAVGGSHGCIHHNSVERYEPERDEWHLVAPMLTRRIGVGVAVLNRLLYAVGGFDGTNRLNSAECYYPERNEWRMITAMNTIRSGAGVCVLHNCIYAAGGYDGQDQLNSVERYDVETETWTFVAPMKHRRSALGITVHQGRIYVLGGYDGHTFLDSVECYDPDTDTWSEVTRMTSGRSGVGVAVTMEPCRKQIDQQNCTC
CAL PDZ FP-2: untagged CAL PDZ binding inhibitors, primary screen, biochemical, fluorescence polarization, HTS. Golgi-associated PDZ and coiled-coil motif-containing protein (Homo sapiens), Q9HD26. purified CAL PDZ, TMR-peptide fluorescence polarization, 1 h. inhibition, % at 24.9 µM. 0.92% of 300,000 active. AID 602252, 2012;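 active = mean inhibition of at least 30% with at least half of replicates also reaching 30%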;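 also: 0% = DMSO neutral control and 100% = excess unlabeled competitor peptide PRC23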
Cardiac RTF inh: cardiac RTF calcium sensitivity inhibitors, primary screen, biochemical, IANBD-TnC fluorescence, EC70 calcium | Troponin I, cardiac muscle (Homo sapiens) + Troponin T, cardiac muscle (Homo sapiens) + … | inhibition, % at 7.15 µM | IANBD-labeled cardiac RTF, Ca2+ fluorescence | 0.12% of 340,000 active;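 active = inhibition above the mean inhibition of all tested compounds plus 3 SD, cut at about 17% in these data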;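 also: assay run at fixed EC70 calcium of 1.6 mM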
C-LANA FP: inhibitors of KSHV C-LANA binding to DNA, primary screen, biochemical, fluorescence polarization, FAM-LBS DNA, MBP-C-LANA, single point | Kaposi's sarcoma herpesvirus LANA C-terminal domain (residues 932-1162) DNA binding | inhibition, % at 9 µM | AID 504423, 2011 | 0.078% of 340,000 active;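 active = highest replicate inhibition at or above 60% at 9 µM, even if other replicates fall short; inactive = all replicates below 60% inhibition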;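 also: 0% = neutral control wells and 100% = 4 µM acridine orange control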
The depositor's hits bear a star; x = not tested or not shown; & = joins results of further samples.

The opening 2 entries as a preview:
SMILES	CAL PDZ FP-1	PKA-R2B activ	DAGLB inhibitor	RTF Ca sens act	SR-BI DiI-HDL act	Rtt109 Vps75	Keap1-Nrf2 PPI	CAL PDZ FP-2	Cardiac RTF inh	C-LANA FP
O=C(NCCc1nc(-c2ccc(F)cc2)no1)c1ccc(F)cc1	-0.1	-2	-4	-1	7	8	-3	-1	2	-0.2
Cc1cc(C)c(-c2nc3ccccc3s2)[nH]1	0.1	4	-2	4	-15	1	-2	-5	-36	0.2

The whole of this part, from the start:
SMILES	CAL PDZ FP-1	PKA-R2B activ	DAGLB inhibitor	RTF Ca sens act	SR-BI DiI-HDL act	Rtt109 Vps75	Keap1-Nrf2 PPI	CAL PDZ FP-2	Cardiac RTF inh	C-LANA FP
O=C(NCCc1nc(-c2ccc(F)cc2)no1)c1ccc(F)cc1	-0.1	-2	-4	-1	7	8	-3	-1	2	-0.2
Cc1cc(C)c(-c2nc3ccccc3s2)[nH]1	0.1	4	-2	4	-15	1	-2	-5	-36	0.2
COc1ccc(C2CC(c3ccccc3)=NN2C(=O)CCC(=O)O)cc1 (stereo unspecified)	-1.8	10	0	1	8	1	-1	-2	-12	2.7
CCOC(=O)C(C)Oc1ccc(C2NC(=O)NC(C)=C2C(=O)Nc2ccccc2C)cc1 (stereo unspecified)	-2.0	-7	-1	-6	-9	x	-2	-3	-3	0.6
O=C(Nc1cccnc1)c1ccc2c(c1)C(=O)N(CC1CCCO1)C2=O (stereo unspecified)	-2.3	-2	-1	-1	-6	-13	-3	-3	-29	-2.0
CC(C)OC(=O)c1cccc(C(=O)Oc2ccccc2)n1	-2.5	-6	0	11	5	-5	-13	-3	-5	-0.6
COC(=O)c1[nH]c2ccc(C)cc2c1NS(=O)(=O)c1ccc(F)c(C)c1	-1.6	-12	-1	7	12	1	-5	0	3	-2.7
CC(C)CNS(=O)(=O)c1ccc(OCC(=O)Nc2ccc3c(c2)OCCO3)cc1	1.2	5	0	2	14	-8	-4	-1	0	2.1
Cc1cc(C(=O)CSc2nc(N)cc(=O)[nH]2)c(C)n1-c1ccc(OC(F)F)cc1	-1.0	-7	2	2	-32	5	0	0	-11	0.2
CCN(CC)C(=O)c1ccccc1NS(C)(=O)=O	0.1	-1	-5	-3	-2	6	0	-2	3	-1.6
CC(C)(C)c1ccc2oc(=O)cc(-c3cccc(-c4ccc(C(F)(F)F)cc4)c3)c2c1	0.3	-2	-3	-4	3	1	-4	0	-2	2.3
CN1CCC(NC(=O)Cc2c(F)cccc2Cl)CC1	0.8	7	1	3	20	6	-1	-5	-7	-0.2
O=C(NC1=NCCS1)c1cc(-c2cccnc2)nc2ccccc12	-1.1	-1	0	-5	11	1	-3	-5	-1	-0.7
COC(=O)c1ccc(SCC(=O)NC2CCCC2)c([N+](=O)[O-])c1	0.5	-5	-3	6	6	-4	2	0	1	-2.9
O=C(Nc1ccnn1C1CCN(C(=O)c2cc(Cl)ccc2F)CC1)C1CCOC1 (stereo unspecified)	-1.4	-2	0	-4	20	-1	5	-2	2	-0.6
CCC(CC)C(=O)Nc1nnc(SCC(=O)NC2CCCCC2)s1	-1.5	6	-1	-1	3	-5	-2	2	-11	1.1
CCOc1cc(C(=O)N2CCN(c3ccccc3)CC2)cc(OCC)c1OCC	-1.8	6	-1	-4	11	12	3	2	-17	1.2
CCOc1ccc(OCC(=O)OCc2csc(CC(=O)Nc3ccccc3C)n2)cc1	-2.0	4	-6	-10	24	-1	3	-4	-2	2.0
CN(C)CCCN1c2ccccc2Sc2ccc(Cl)cc21	0.8&0.4	3&4	2&4	-3&-1	-11&5	5&15	-5&4	-4&3	4&1	-0.2&0.6
Cc1cc(C)c(S(=O)(=O)Nc2nnc(C(C)C)s2)c(C)c1	0.5	9	3	-4	32	1	-3	-5	-2	1.9
Cc1cccc(C(=O)N2CCC(=O)N(C(COCc3cccc(C(F)(F)F)c3)Cc3ccccc3)CC2)c1 (stereo unspecified)	1.1	-1	-5	1	-24	-8	-1	7	-5	-0.4
Cc1ccc(CN2CCN(Cc3ccc(OC(C)C)cc3)CC2CCO)o1 (stereo unspecified)	2.9	-4	-1	0	x	-3	4	-2	4	1.4
CC(=O)N1CCN(CCN=CC2=C(O)CC(c3ccc(Cl)cc3)CC2=O)CC1 (stereo unspecified)	-2.5	2	0	1	-9	1	0	-3	1	0.7
O=C(N/N=C/c1cn(-c2cccs2)nc1-c1ccccc1)c1ccccc1Br	-4.0	-9	-3	-1	4	-1	2	-1	-10	0.8
CN(C)CCN1C(=O)C(O)=C(C(=O)c2cc3ccccc3o2)C1c1ccc(N(C)C)cc1 (stereo unspecified)	0.4	0	0	1	6	8	-4	x	-13	0.3
CCOC(=O)C1=C(N)Oc2c(oc(CO)cc2=O)C1c1c(F)cccc1Cl (stereo unspecified)	-2.1	1	2	5	3	x	-2	-5	-6	0.5
N#CCc1cccnc1Sc1ccc(Cl)cc1	-1.4	6	0	-4	-12	1	3	0	-3	1.0
COc1ccc(-n2ncc3c(N4CCC(C(N)=O)CC4)ncnc32)cc1	-0.6	-6	3	-3	3	4	-3	-3	-3	0.2
COc1ccc(NC(=O)NCc2ccc3c(c2)OCO3)c(OC)c1	-0.4	-3	-1	-6	7	-3	4	-2	-7	2.0
O=S(=O)(Cc1cc(Sc2ccccc2)nc(-c2ccccc2)n1)c1ccccc1	0.2	8	-7	-1	-2	0	0	-4	-1	1.6
COc1ccccc1CNS(=O)(=O)c1cc(C(=O)N(C)Cc2cccnc2)c(Cl)cc1Cl	-0.7	7	-7	-3	-40	2	3	-4	-6	0.8
O=C(N/C(=C\c1cccc([N+](=O)[O-])c1)C(=O)N1CCOCC1)c1ccco1	-0.4	4	-2	6	13	-3	-4	x	-11	-2.2
O=C(COC(=O)c1ccccn1)NCc1ccccc1Cl	-0.5	4	-2	3	22	1	-4	0	-4	-0.8
COc1ccc(NS(=O)(=O)c2cc(NC(=O)c3ccncc3)ccc2N2CCOCC2)cc1	-2.7	-7	-1	-4	15	7	-3	-11	-3	-3.4
CN(C)S(=O)(=O)c1ccc(C(=O)N2CCCC2c2nc3ccccc3s2)cc1 (stereo unspecified)	-2.5	9	-1	1	-4	2	6	5	-12	0.2
COc1cccc(CNC(=O)c2ccc3c(c2)N(C)CCS3)c1OC	-0.6	-8	1	-1	-19	1	1	-1	-4	-0.2
CCn1nc(C)cc1C(=O)N1CCCC(C(=O)c2ccccc2SC)C1 (stereo unspecified)	-0.7	6	-3	-2	-20	-4	1	-3	3	-0.8
O=C(COC(=O)c1ccccc1Cl)NCc1ccco1	-1.1	5	0	0	8	10	2	-4	1	0.5
C=CCn1c(C(C)NC(=O)c2ccc(C)cc2)n[nH]c1=S (stereo unspecified)	-2.7	10	-2	-3	19	-6	-6	-1	-1	-0.7
S=c1[nH]nc(COc2ccccc2)n1/N=C/c1ccccc1Br	-2.7	-2	8	5	14	-4	-7	-3	-2	-2.3
CCOc1ccc(C(=O)NCC(=O)N2CCC(C)CC2)cc1OCC	23	-9	1	2	-21	-1	-3	-6	-7	2.4
CC(C)[C@H]1COCCS(=O)(=O)N1Cc1cccc(Cl)c1	-0.2	-17	-1	1	8	7	-2	-2	-8	2.8
CNC(=O)c1ccsc1NC(=O)c1ccc(S(=O)(=O)N2CCOCC2)cc1	-4.6	4	-3	1	4	5	-2	-2	7	-2.4
Cc1ccc(-c2csc3nc4ccc(C(=O)NCCO)cc4c(=O)n23)cc1	-2.4	-12	-2	-1	3	5	0	-6	7	-6.4
O=C(CN1CCN(c2ncc(C(F)(F)F)cc2Cl)CC1)NCCNc1ncc(C(F)(F)F)cc1Cl	0.4	4	2	-4	-75	-2	-6	-1	-3	-0.4
O=C(Nc1nnc(C2CC2)s1)c1cc(S(=O)(=O)N2CCN(c3ccccc3)CC2)ccc1Cl	-1.6	2	1	3	-17	0	-10	1	-4	-1.0
O=C(Nc1ccc2c(c1)OCO2)C(c1ccc(Cl)cc1)N1CCN(C(=O)c2ccco2)CC1 (stereo unspecified)	x	-3	2	12	-5	2	2	-1	-1	0.2
CCOc1ccc(CNC(=O)c2cccc(NC(=O)C3=C(C)OCCS3)c2)cc1	-2.7	7	-1	0	-35	2	-3	-4	-7	-0.7
O=C(NC1=NCCS1)C1CCN(S(=O)(=O)c2cc([N+](=O)[O-])ccc2Cl)CC1	0.2	2	1	-6	-22	-2	-3	0	-2	0.8
O=S(=O)(c1ccccc1)N(CC(O)CN1CCCCC1)c1ccccc1 (stereo unspecified)	-1.9	3	-2	1	27	3	0	1	-13	0.8

Later entries
SMILES	CAL PDZ FP-1	PKA-R2B activ	DAGLB inhibitor	RTF Ca sens act	SR-BI DiI-HDL act	Rtt109 Vps75	Keap1-Nrf2 PPI	CAL PDZ FP-2	Cardiac RTF inh	C-LANA FP
CCC(C)(C(=O)NC1CCCCC1)N(C(=O)c1cnccn1)c1c(C)n(C)n(-c2ccccc2)c1=O (stereo unspecified)	-2.4	11	1	7	11	11	3	-3	-7	0.1
CCCCSC1=C(C#N)C(c2ccccc2C)CC(=O)N1 (stereo unspecified)	-0.7	-6	0	6	-12	6	-7	x	-3	1.3
CC(C)NC(=O)CSc1ccccc1C(=O)N1CCN(S(=O)(=O)/C=C/c2ccccc2)CC1	-1.4	-2	-3	-2	15	-7	-1	-2	-3	-0.6
O=C(Cc1cccs1)N(CC1CCCO1)C1(C(=O)NC2CCCCC2)CCCCC1 (stereo unspecified)	0.0	0	-2	-4	-7	-1	-1	4	13	-1.3
COc1cc(/C=C(\C#N)C(=O)Nc2cccnc2)ccc1OC(C)C	-3.2	-1	0	1	-34	-3	-8	-6	12	1.7
Cc1cc(NC(=O)CN2CCCC(C)C2)no1 (stereo unspecified)	0.5	0	0	2	-4	2	2	2	5	0.0
COc1ccc(N2CSC3=C(C#N)C(c4cc(OC)ccc4OC)CC(=O)N3C2)c(OC)c1 (stereo unspecified)	0.9	0	3	0	3	5	2	4	-5	15
